Source: PubChem
HKDC1 inh – blocks human hexokinase HKDC1 activity. Q2TB90. recombinant HKDC1, G6PDH/diaphorase resazurin coupled fluorescence. inhibition, % at 20 µM. 340,000 tested, 0.16% active;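 active = inhibition above about 35% when tested at 20 µM, limit read from the data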;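 note: plate controls were DMSO wells with enzyme for no effect and DMSO wells lacking enzyme for full effect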
Target sequence (Q2TB90 whole entry, looked up): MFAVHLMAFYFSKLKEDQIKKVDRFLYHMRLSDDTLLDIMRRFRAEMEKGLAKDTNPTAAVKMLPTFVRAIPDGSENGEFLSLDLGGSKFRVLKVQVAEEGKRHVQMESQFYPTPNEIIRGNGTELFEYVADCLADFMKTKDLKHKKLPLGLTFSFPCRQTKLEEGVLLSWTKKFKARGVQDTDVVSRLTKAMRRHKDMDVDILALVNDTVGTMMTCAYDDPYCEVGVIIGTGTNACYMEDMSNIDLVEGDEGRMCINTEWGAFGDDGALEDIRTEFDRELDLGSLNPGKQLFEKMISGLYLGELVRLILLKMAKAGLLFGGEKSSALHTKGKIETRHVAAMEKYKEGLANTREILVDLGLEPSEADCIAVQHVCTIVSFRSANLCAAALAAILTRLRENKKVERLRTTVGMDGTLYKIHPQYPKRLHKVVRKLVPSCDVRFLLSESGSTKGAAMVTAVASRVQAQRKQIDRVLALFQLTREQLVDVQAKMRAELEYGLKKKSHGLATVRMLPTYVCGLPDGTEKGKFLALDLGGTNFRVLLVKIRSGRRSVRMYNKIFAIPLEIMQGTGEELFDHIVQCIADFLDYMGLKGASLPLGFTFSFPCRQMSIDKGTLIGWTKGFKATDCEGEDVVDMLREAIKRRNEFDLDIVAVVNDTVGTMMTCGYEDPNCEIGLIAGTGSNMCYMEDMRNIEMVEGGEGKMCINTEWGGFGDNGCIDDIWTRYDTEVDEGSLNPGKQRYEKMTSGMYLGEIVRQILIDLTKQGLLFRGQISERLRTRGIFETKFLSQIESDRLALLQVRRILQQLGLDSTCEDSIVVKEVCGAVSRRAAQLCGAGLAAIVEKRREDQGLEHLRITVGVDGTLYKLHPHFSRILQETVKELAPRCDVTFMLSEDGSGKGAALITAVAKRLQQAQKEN
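Test system: recombinant HKDC1 (HK5) hexokinase enzyme, produced in-house; Amount: enzyme 5 µg/mL final; Buffer or medium: Tris pH 8.0 buffer with MgCl2, Tween-20, BSA, BME; Reagent: glucose and ATP substrates; Doses: 20 µM test compound, 1% DMSO; Incubation: 90 min reaction incubation at room temperature, dark; Detection: resorufin fluorescence at 613 nm.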
mIAP inh – mouse IAP inhibition; purified mouse IAP, CDP-Star luminescence, 30 min; inhibition, % at 10 µM; 330,000 tested, 0.2% active;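 active = inhibition of at least 40% at 10 µM in the primary screen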;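 note: plate controls were DMSO with enzyme for no effect and no enzyme wells for full effect; values of inactives mirror those of a sister screen read the other way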
ATG4B inh – blocks human ATG4B protease cleavage of LC3 substrate. Q9Y4P1. ATG4B cleavage of LC3-PLA2, NBD-HPC fluorescence, 1 h. inhibition, % at 8.33 µM. 340,000 tested, 0.51% active; in the data active = inhibition above about 40%
hIAP activ – increases human intestinal alkaline phosphatase activity | P09923 | purified human IAP, CDP-Star luminescence, 30 min; active compounds read high; 1 = vehicle-only enzyme, 0 = enzyme-free background | activation factor at 10 µM | 330,000 tested, 0.16% active | AID 2524;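 active = activation factor of the enzyme at least 2-fold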; note: the source names both 10 and 20 µM as test concentration; values of inactives mirror those of a sister screen read the other way
mIAP activ – increases mouse intestinal alkaline phosphatase activity; muIAP, CDP-Star luminescence, 30 min; active compounds read high; 1 = vehicle-only enzyme signal, 0 = enzyme-free wells; 330,000 tested, 0.24% active; activation factor at 10 µM; AID 2805;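 active = activation factor of at least 2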; note: the source names both 10 and 20 µM as test concentration; values of inactives mirror those of a sister screen read the other way
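System: Mouse IAP enzyme | Also added: CDP-Star substrate | Dosing: Compounds dispensed in DMSO | Schedule: 30 min enzyme-substrate-compound incubation at room temperature | Technique: Chemiluminescence readout | Control set: DMSO-only wells and no-enzyme negative control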
PfGluPho inh – PfG6PD (Plasmodium falciparum) enzyme inhibition | PfGluPho enzyme, NADPH resazurin-diaphorase fluorescence | inhibition, % at 20 µM | 350,000 tested, 0.78% active | AID 504690;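 active = inhibition reaching at least a set limit at 20 µM in the primary screen, cut at about 59% in these data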;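 note: 0% = DMSO wells with substrate and 100% = DMSO wells lacking glucose-6-phosphate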
hIAP block – human IAP inhibition; purified IAP, CDP-Star luminescence, 30 min; inhibition, % at 10 µM; 330,000 tested, 0.12% active; P09923;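 active = inhibition reaching a set limit with compound at 10 µM in the primary screen, cut at about 35% in these data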;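 note: plate controls were DMSO wells with enzyme for no effect and no-enzyme buffer wells for full effect; values of inactives mirror those of a sister screen read the other way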
A3A deaminase – inhibitors of human APOBEC3A DNA deaminase; P31941; recombinant A3A, FAM/TAMRA ssDNA deamination fluorescence; inhibition, % at 20 µM; 330,000 tested, 0.41% active; AID 493011;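 active = at least 40% inhibition at 20 µM here, with at most 30% in a related deaminase screen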;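 note: plate controls were A3A with DMSO for no effect and wells lacking A3A enzyme for full effect; some results filed as inactive read as strong as hits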
Numbers without * were called inactive; . = not tested or not shown.

item	HKDC1 inh	mIAP inh	ATG4B inh	hIAP activ	mIAP activ	PfGluPho inh	hIAP block	A3A deaminase	SMILES
1	5.7	8.8	5.1	0.945	0.912	-2.5	5.5	-1.7	CCc1nc(SCc2nnc(-c3ccc(C)cc3)o2)c2c(C)c(C)sc2n1
2	-4.1	-1.3	36.5	1.19	1.01	-1.2	-18.5	-3.2	O=C(NC(=S)NCc1ccc2c(c1)OCO2)c1ccccc1
3	-8.5	0.1	0.1	1.12	0.999	-6.9	-12.4	1.7	CN(c1ccccc1C(=O)Nc1ccc(S(=O)(=O)N2CCOCC2)cc1)S(C)(=O)=O
4	-8.2	-4.4	-0.3	1.16	1.04	-0.1	-16.3	1.8	CN(C)/C=C(/C(=O)c1ccccc1Cl)S(C)(=O)=O
5	1.8	-2.8	-2.6	0.961	1.03	21.3	3.9	-2.8	O=C(Cc1ccc(S(=O)(=O)N2CCCCC2)s1)Nc1ccc(F)cc1F
6	-7.6	6.3	-6.6	0.952	0.937	-3.3	4.8	-3.7	CCOc1ccccc1NS(=O)(=O)c1cn(C)nc1C
7	-4.5	14.5	9.0	1.38	0.855	6.8	-38.0	5.1	O=C(CSc1nnc(CNC(=O)c2ccccc2F)o1)Nc1ccc2c(c1)OCO2
8	5.3	10.1	-6.3	0.905	0.899	-4.0	9.5	-4.3	COc1ccc(/C=C/C(=O)NC(=S)NCc2ccccc2)cc1OC
9	0.4	1.2	-2.9	1.04	0.988	9.7	-3.6	-2.9	CC(C)n1c(NCCc2ccccc2)nc2c1c(=O)n(C)c(=O)n2C
10	0.5	-10.9	7.9	0.857	1.11	3.7	14.3	4.2	CC(=O)OCCN(Cc1ccccc1)Cc1ccc2c(c1)OCO2
11	0.3	-2.6	-9.6	0.998	1.03	2.3	0.2	-3.6	CC(NC(=O)CCc1nnc(-c2ccc(-c3ccccc3)cc2)o1)c1nccs1 (configuration not stated)
12	-6.9	-0.4	-10.7	1.23	1	3.2	-23.3	-0.2	O=C(COC(=O)c1cccc(S(=O)(=O)NCc2ccccc2)c1)NCC1CCCO1 (configuration not stated)
13	-10.0	-4.8	-8.2	0.948	1.05	20.3	5.2	0.1	O=C(NCc1cccnc1)c1nc(-c2ccc(C(F)(F)F)cc2)no1
14	-3.8	5.6	2.2	0.867	0.944	-5.7	13.3	-7.1	C=CCNC(=O)C(=O)NCC(c1ccc2c(c1)OCO2)N1CCN(c2ccc(F)cc2)CC1 (configuration not stated)
15	-4.5	-2.2	-14.9	0.9	1.02	6.3	10.0	-3.0	Cc1ccc(C)c(C(=O)COC(=O)c2ccccc2N2C(=O)C3C4CCC(C4)C3C2=O)c1 (configuration not stated)
16	-3.3	3.1	1.1	1.1	0.969	-13.3	-10.4	-1.8	Cc1ccc(CNC(=O)c2cccc(S(C)(=O)=O)c2)cc1
17	-7.5	7.0	-6.6	0.828	0.93	12.2	17.2	-3.8	CSc1ccc(/C=C/C(=O)N2CCCN(C)CC2)cc1
18	-1.5	-6.5	7.1	1.04	1.06	6.5	-3.7	-5.0	Cc1ccc(CNC(=O)CSCc2cccc(F)c2)cc1
19	-4.0	5.9	-8.6	0.835	0.941	-2.8	16.5	-1.1	CCOC(=O)C1CCN(C(=O)COc2ccc3c(C)cc(=O)oc3c2)CC1
20	1.6	-1.1	8.2	1.1	1.01	3.1	-10.5	-4.1	CCN(CC(=O)Nc1ccccc1C(=O)OC)S(=O)(=O)c1ccc(OC)cc1

Reprinted from the part before: 2 compounds, then new ones.
item	HKDC1 inh	mIAP inh	ATG4B inh	hIAP activ	mIAP activ	PfGluPho inh	hIAP block	A3A deaminase	SMILES
19	-4.0	5.9	-8.6	0.835	0.941	-2.8	16.5	-1.1	CCOC(=O)C1CCN(C(=O)COc2ccc3c(C)cc(=O)oc3c2)CC1
20	1.6	-1.1	8.2	1.1	1.01	3.1	-10.5	-4.1	CCN(CC(=O)Nc1ccccc1C(=O)OC)S(=O)(=O)c1ccc(OC)cc1
21	1.2	-0.2	-4.6	0.991	1	33.2	1.0	0.0	O=C(Nc1cc(C(F)(F)F)ccc1N1CCOCC1)c1cccc(F)c1
22	-6.9	9.2	6.1	0.918	0.908	24.1	8.2	-0.1	COc1ccc(Nc2c3c(c(C#N)c4nc5ccccc5n24)CCC3)cc1
23	-0.9	6.3	-6.0	0.971	0.937	-3.4	2.9	-5.4	CC1CCCCN1Cc1cnc(Cl)s1 (configuration not stated)
24	-8.5	-2.6	-12.3	1.28	1.03	-4.8	-28.4	-5.7	Cc1ccc(S(=O)(=O)c2nc(C)oc2N2CCOCC2)cc1
25	6.4	10.3	18.4	0.942	0.897	34.9	5.8	15.0	CC1(C)Cc2c(C#N)c(N3CCN(C(=O)c4ccccc4Cl)CC3)nc(-c3ccco3)c2CS1
26	-11.9	-0.4	-5.8	0.994	1	-1.5	0.6	0.0	CN1c2ccccc2N(C)C1c1ccc2c(c1)OCO2
27	-8.9	-4.7	-9.4	0.911	1.05	11.3	8.9	-2.2	O=C1CC(N2CCN(c3ccc(F)cc3)CC2)C(=O)N1c1ccc2c(c1)OCO2 (configuration not stated)
28	5.1	3.9	-6.7	0.996	0.961	-8.8	0.4	-2.4	O=[N+]([O-])c1ccccc1S(=O)(=O)N1CCN(CC2CC3C=CC2C3)CC1 (configuration not stated)
29	3.5	1.5	-14.6	1.09	0.985	8.3	-9.2	3.9	Cc1ccc(N(Cc2ccccc2)C(=O)c2cc(S(=O)(=O)N3CCOCC3)ccc2Cl)cc1
30	3.8	6.5	-0.4	1.05	0.935	70.1*	-5.5	-1.7	COC(=O)c1scc(C)c1S(=O)(=O)Nc1ccc(C)cc1
31	-5.2	4.5	-1.2	0.895	0.955	1.1	10.5	-0.6	COc1ccccc1C1CC(c2ccc(Cl)cc2Cl)Nc2nc(N)nn21 (configuration not stated)
32	-6.0	-4.7	0.9	1.08	1.05	0.1	-7.8	-4.5	O=C(NC1CCCCCC1)C(Cc1ccccc1)n1cccc1 (configuration not stated)
33	-1.2	-17.7	-1.5	0.962	1.18	-2.1	3.8	-1.3	Cc1cc(NC(=O)c2cccc(C(=O)Nc3cc(C)on3)n2)no1
34	-3.3	4.1	-1.7	0.947	0.959	0.9	5.3	-1.7	O=C(Nc1ccccc1-c1nc2ccccc2s1)C1=COCCO1
35	-5.4	8.1	-20.0	1.16	0.919	11.1	-16.1	-2.8	COc1ccccc1CN1CCC(CNS(=O)(=O)c2cc(-c3cc(C)no3)ccc2C)CC1
36	-5.0	-4.7	1.3	0.887	1.05	-28.7	11.3	1.8	COc1ccc(S(=O)(=O)Nc2nc3c(s2)C(=O)CC(C)(C)C3)cc1
37	-1.8	13.5	-15.6	0.988	0.865	20.8	1.2	1.0	O=C(Nc1ccc2nn(-c3ccccc3)nc2c1)c1cccnc1
38	-1.1	13.5	1.2	1.15	0.865	2.9	-15.0	-1.5	O=C(Nc1c(C(=O)N2CCOCC2)oc2ccccc12)c1ccccc1Cl
39	-5.5	1.1	-4.6	1.02	0.989	-2.2	-1.6	5.6	O=C(Cn1ccc(NC(=O)OCc2ccccc2)nc1=O)NCCN1CCOCC1
40	-4.5	-5.4	-3.2	0.972	1.05	0.7	2.8	-0.3	Cc1ccc(C)c(CSc2ncccc2C(=O)O)c1

Whole records from above. Values in the order: HKDC1 inh | mIAP inh | ATG4B inh | hIAP activ | mIAP activ | PfGluPho inh | hIAP block | A3A deaminase
O=[N+]([O-])c1ccccc1S(=O)(=O)N1CCN(CC2CC3C=CC2C3)CC1 (configuration not stated) is listed with 5.1 | 3.9 | -6.7 | 0.996 | 0.961 | -8.8 | 0.4 | -2.4
O=C1CC(N2CCN(c3ccc(F)cc3)CC2)C(=O)N1c1ccc2c(c1)OCO2 (configuration not stated) is listed with -8.9 | -4.7 | -9.4 | 0.911 | 1.05 | 11.3 | 8.9 | -2.2

More records follow.
item	HKDC1 inh	mIAP inh	ATG4B inh	hIAP activ	mIAP activ	PfGluPho inh	hIAP block	A3A deaminase	SMILES
41	-5.2	6.6	-1.4	1.03	0.934	-2.2	-3.3	-2.0	OCCNc1nc(Nc2ccccc2O)nc(N2CCCC2)n1
42	6.2	-1.3	-2.5	1.14	1.01	-4.2	-14.2	-6.3	COc1ccc(C(=O)NCC2OCCc3ccccc32)c(O)c1 (configuration not stated)
43	-34.3	-13.1	8.1	1.27	1.13	-24.7	-27.2	-6.0	Oc1ccccc1C(Nc1nccs1)c1ccc2cccnc2c1O (configuration not stated)
44	-4.2	-6.6	-2.8	1.08	1.07	11.1	-8.2	0.7	CCn1c(CSCc2ccc(F)cc2)nnc1SCC(=O)NCc1ccccc1
45	.	20.9	.	1.28	0.791	.	-28.3	0.3	COc1ccc2nc(Nc3nc(CSc4nc5ccccc5s4)cc(=O)[nH]3)nc(C)c2c1
46	7.0	-3.2	-0.5	0.979	1.03	16.5	2.1	-4.6	OC1(c2ccc(Br)cc2)CCN(Cc2cccc(Br)c2)CC1
47	5.9	1.8	-17.3	1.1	0.982	2.7	-10.4	2.7	NC(=NCCc1c[nH]c2ccccc12)NC(=O)c1ccc(Cl)cc1
48	-8.9	5.3	-4.7	0.879	0.947	-7.2	12.1	-0.6	CN1CCN(C(=O)c2ccc(C(C)(C)C)cc2)CC1
49	2.9	-12.6	5.3	1.03	1.13	11.0	-3.0	2.7	Cc1ccc(S(=O)(=O)Nc2ccc3c(c2)nc(CCN2CCOCC2)n3C)cc1
50	2.0	-3.4	4.0	0.903	1.03	9.0	9.7	-5.4	COc1ccc(C2CC(c3cccs3)=NN2C(=O)CSc2nc3ccccc3o2)cc1 (configuration not stated)
51	14.2	-3.4	-6.4	1.55	1.03	-28.2	-55.3	4.2	COc1ccc(C(=O)NC(=S)Nc2ccc(Cl)cn2)cc1OC
52	-1.8	2.4	-4.6	1.18	0.976	1.7	-17.6	-1.9	CCOC(=O)c1c(C)[nH]c(C)c1S(=O)(=O)N1CCOCC1
53	-3.4	-2.1	-11.9	0.786	1.02	-19.2	21.4	-2.9	O=c1c(Cl)c(NCCO)ncn1-c1ccccc1
54	7.0	6.8	0.1	0.955	0.932	2.9	4.5	-2.6	Cc1cccc(N=C/C(C(=O)C(F)(F)F)=C(\O)c2ccco2)c1
55	-6.4	3.8	-4.9	1.06	0.962	-6.4	-6.2	-1.6	O=S(=O)(Nc1ncccn1)c1ccc(NC(=S)NCCc2ccc(Cl)cc2)cc1
56	-6.8	1.4	2.7	0.897	0.986	3.9	10.3	0.1	CNCCCOc1cccc(OC(C)C)c1
57	4.2	0.5	-3.8	1.02	0.995	-2.6	-2.1	32.9	Cc1cccc(C)c1NC(=O)CN(C)C(=O)c1cccc(-n2cccc2)c1
58	-5.3	-3.1	-1.3	1.05	1.03	-2.1	-4.8	-1.8	CC(NC(=O)COC(=O)CN1C(=O)C2CCCCC2C1=O)c1ccccc1 (configuration not stated)
